Source: PubChem BioAssay (The Scripps Research Institute Molecular Screening Center)
CHO parental Ca = signal in parental CHO cells, OX1R antagonist counter-screen. parental CHO-K1, ATP-induced calcium, Fluo-8 fluorescence. inhibition, % at 5.6 µM. 330,000 compounds, 0.63% hits;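 active means inhibition above that plate's mean sample inhibition plus 3 SD, cut at about 26% in these data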;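 further: 0% = ATP-challenged DMSO wells and 100% = DMSO wells without ATP; some compounds past the cut are filed as inactive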
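Material – parental CHO cells · Reagent – ATP stimulus · Compound – single nominal dose of 5.6 µM per compound · Detection – Fluo-8 fluorescence · Read-out basis – percent inhibition of calcium signal · Controls – ATP-challenged DMSO wells low, unchallenged DMSO wells high · Repeats – no replicates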
CHO-K1 Ca PAM = nonselective activator or artifact in parental CHO-K1 calcium assay; ATP EC20, Fluo-8 calcium fluorescence; 0% at ATP EC20, 100% at ATP max; activation, % at 3 µM; 360,000 compounds, 0.02% hits; AID 602247;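 active means activation above the run cutoff, the mean activation of all test compounds plus 3 SD, cut at about 40% in these data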;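 further: peak over basal fluorescence ratio in a 140 s read after ATP addition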
CHRM1 agonist = human M1 muscarinic receptor agonism; CHO-K1 hM1, Fluo-8 calcium fluorescence, agonist mode; 0% DMSO, 100% acetylcholine EC100; activation, % at 3 µM; 360,000 compounds, 0.33% hits; AID 588814;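 active means activation above the run's mean compound activation plus 3 SD, cut at about 16% in these data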;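 further: peak over basal fluorescence ratio within a 140 s kinetic read after compound addition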
V1aR counter = V1a receptor agonism, counter-screen for OXTR agonists. activation, % at 3 µM. CHO-V1R cells, Fluo-8 calcium fluorescence, agonist mode; 0% DMSO, 100% 3 nM vasopressin. 320,000 compounds, 0.25% hits;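 active means activation above the mean activation of all tested compounds plus 3 SD, per screening run, cut at about 20% in these data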;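 further: signal is peak over basal fluorescence ratio across a 100 second FLIPR read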
TAAR1 antagonist = antagonists of human TAAR1. Q96RJ0. CHO RD-HGA16 TAAR1, Fluo-8 calcium fluorescence, antagonist. inhibition, % at 3 µM. 360,000 compounds, 1.5% hits. AID 624466;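 active means inhibition above a per-plate cutoff, the mean inhibition of test compounds on that plate plus 3 SD, cut at about 49% in these data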;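 further: 0% = DMSO plus EC80 beta-PEA response and 100% = DMSO alone without agonist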
Target sequence (Q96RJ0 whole entry, looked up): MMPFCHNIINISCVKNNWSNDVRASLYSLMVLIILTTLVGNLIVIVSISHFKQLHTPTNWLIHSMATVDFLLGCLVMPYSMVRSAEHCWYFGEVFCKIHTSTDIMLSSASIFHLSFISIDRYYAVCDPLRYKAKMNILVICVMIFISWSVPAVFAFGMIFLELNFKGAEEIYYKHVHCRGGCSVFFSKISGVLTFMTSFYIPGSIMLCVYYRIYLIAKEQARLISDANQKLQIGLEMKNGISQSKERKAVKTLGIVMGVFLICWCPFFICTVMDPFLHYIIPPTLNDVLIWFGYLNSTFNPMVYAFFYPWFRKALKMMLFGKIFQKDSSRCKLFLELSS
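Assay system: RD-HGA16 CHO cells with stable hTAAR1 and Gα16 / Reagent: EC80 β-phenethylamine stimulus / Doses: 3 µM, single point / Timing: dye loading 75 min at 37 °C, then 30 min room temperature / Measured by: Fluo-8 intracellular calcium dye fluorescence, real-time kinetic reads / Controls: vehicle wells and EC80 agonist wells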
CHO-K1 Ca antag = counter-screen for M1 antagonists: effect in parental CHO-K1 cells. ATP-induced calcium, Fluo-8 fluorescence. inhibition, % at 3 µM. 360,000 compounds, 0.6% hits. AID 602250;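 active means inhibition above a per-plate cutoff, the plate's mean sample inhibition plus 3 SD, cut at about 24% in these data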;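 further: 0% = DMSO plus EC80 ATP and 100% = DMSO alone without ATP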
OXTR potentiate = potentiators of human oxytocin receptor; P30559; CHO-OTR cells, Fluo-8 calcium fluorescence, potentiator mode; 0% = oxytocin EC15, 100% = EC100; activation, % at 3 µM; 320,000 compounds, 0.061% hits;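 active means activation above that plate's cutoff, the mean activation of tested compounds plus 3 SD, cut at about 6.6% in these data, passing the limit was not always enough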;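 further: 100% uses oxytocin at 75 nM as the full agonist control; some results filed as inactive read as strong as hits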
Target sequence (P30559 whole entry, looked up): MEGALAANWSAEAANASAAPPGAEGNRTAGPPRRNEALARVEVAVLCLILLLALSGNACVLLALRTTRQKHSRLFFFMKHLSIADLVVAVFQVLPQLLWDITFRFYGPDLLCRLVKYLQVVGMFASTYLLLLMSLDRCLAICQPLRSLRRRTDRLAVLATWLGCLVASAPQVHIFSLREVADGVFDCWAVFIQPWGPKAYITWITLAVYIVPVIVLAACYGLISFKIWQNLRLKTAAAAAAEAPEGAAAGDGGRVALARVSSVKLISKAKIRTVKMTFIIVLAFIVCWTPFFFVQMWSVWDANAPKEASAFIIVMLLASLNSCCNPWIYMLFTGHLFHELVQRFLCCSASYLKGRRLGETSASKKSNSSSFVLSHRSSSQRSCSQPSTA
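Material: human OTR in CHO cells. Compound: 3.0 µM, one dose. Timing: compound 6 min at room temperature before oxytocin, 100 s read. Evaluation: % activation of max/min ratio relative to oxytocin controls. Replication: single well per compound, singlicate. Signal: Fluo-8 calcium dye fluorescence.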
TAAR1 agonist = human TAAR1 agonism; CHO RD-HGA16 TAAR1, Fluo-8 calcium fluorescence; vehicle wells 0%, saturating PEA agonist 100%; activation, % at 3 µM; Q96RJ0; 360,000 compounds, 0.99% hits; AID 624467;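 active means activation above the mean activation of all test compounds in the run plus 3 SD, cut at about 38% in these data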
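Assay system – CHO-derived RD-HGA16 cells with stable Gα16 and human TAAR1 · Compound dosing – one-point dosing at 3 µM (nominal) · Incubation – 17-24 h seeding, 75 min 37 °C dye, 30 min RT · Measured by – kinetic Fluo-8 calcium fluorescence · Control set – DMSO vehicle as 0%, PEA at EC100 as 100% · Repeats – single well for each compound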
CHO-K1 Ca ag = M1 agonist counterscreen hit in parental CHO-K1 cells; Fluo-8 calcium fluorescence; scaled to maximal ATP response, vehicle zero; 360,000 compounds, 0.48% hits; activation, % at 3 µM; in the data active means activation above about 15%;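 further: untransfected CHO-K1 host cells lacking M1 receptor as counterscreen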
* hit, by the source's call; nt = no result given.

No.	mol	OXTR potentiate	CHRM1 agonist	CHO parental Ca	V1aR counter	TAAR1 antagonist	TAAR1 agonist	CHO-K1 Ca antag	CHO-K1 Ca PAM	CHO-K1 Ca ag
1	CCOC(=O)C1=C(CC)Nc2ccccc2N=C1NC(=O)Nc1ccc(Cl)c(Cl)c1	-21.2	5.0	63.7*	11.1	42.6	8.9	23.5	7.4	9.9
2	Cc1cc(NC(=O)CSc2nnc(-c3cccc(F)c3)n2N)no1	-2.7	-3.4	-14.1	0.0	-39.4	0.0	5.2	-13.2	-0.4
3	CC(C)OC(=O)CSc1nnc(COc2ccc([N+](=O)[O-])cc2)n1C	-17.2	-12.0	-6.3	0.1	-2.6	4.5	-3.0	-13.7	0.5
4	COC1CCCN(C(=O)c2ccc(OC3CCN(CCc4ccccc4)CC3)cc2)C1 (configuration not stated)	-4.4	-7.0	-14.3	0.2	-13.9	1.3	-8.2	11.3	0.4
5	Cc1ccccc1OC1CCN(C(=O)c2cc(COc3ccccc3)on2)CC1	-6.3	-1.2	-23.3	1.8	-13.3	8.8	-5.6	-6.3	0.4
6	CCCC/C(C)=N/NC(=O)c1cn(-c2ccccc2)nc1-c1ccccc1	-9.7	-7.1	-18.1	0.6	1.9	1.0	1.9	13.2	0.3
7	O=C(COC(=O)Cc1ccsc1)Nc1ccccc1	-5.9	-6.1	4.1	0.6	18.7	1.9	-12.2	21.1	1.4
8	CC(NS(=O)(=O)c1ccc(Br)cc1)C(=O)NCCc1ccccc1 (configuration not stated)	-1.1	-0.9	-14.1	2.5	-6.7	22.4	4.3	-5.9	0.2
9	CCN1C(=O)c2ccccc2S(=O)(=O)c2ccc(C(=O)NCc3cccnc3)cc21	0.4	-11.7	-3.8	0.4	-10.9	0.0	-9.0	5.6	0.6
10	Clc1ccc(CSc2nnc(Cn3cnc4ccccc43)o2)cc1	-23.5	2.9	27.3	15.1	25.4	2.0	7.7	2.2	3.7
11	CN(C)S(=O)(=O)c1ccc(NC(=O)c2cc3ccccc3o2)cc1	-2.6	8.3	-24.1	3.0	9.2	5.5	-10.3	7.0	4.6
12	Cc1c(C(=O)Nc2ccccc2C(=O)N2CCOCC2)cccc1[N+](=O)[O-]	0.2	-4.9	-0.3	0.5	-2.7	1.7	-3.2	21.6	0.2
13	CCOC(=O)c1ccc(N2C(=O)CC(N(C)Cc3ccccc3)C2=O)cc1 (configuration not stated)	-21.3	-1.2	-15.4	0.0	0.0	17.1	-4.2	10.2	0.3
14	OC12CCCCC1C(c1ccc3c(c1)OCO3)N(Cc1ccc(F)cc1)CC2 (configuration not stated)	0.0	-2.8	-14.5	-0.9	4.0	0.0	6.9	10.5	26.5*
15	CC(C)(C)OC(=O)N1O[C@H]2C[C@@H]1[C@@H]1[C@@H]2N=NN1C12CC3CC(CC(C3)C1)C2	nt	-8.6	-8.3	nt	-37.8	5.0	-18.8	17.2	0.6
16	O=[N+]([O-])c1ccc2nonc2c1Nc1cccc(F)c1	-6.4	-3.7	-5.7	-0.7	-7.9	-1.9	-7.8	-2.5	2.7
17	CN=C(NC1CCCCC1)c1ccc([N+](=O)[O-])cc1	1.0	-8.9	-8.1	-0.2	-1.4	2.6	-6.3	12.5	0.5
18	O=C(NCCc1ccccc1)c1ccc(NC(=O)C2CCCCC2)cc1	nt	-3.5	nt	nt	48.9*	4.9	-7.7	9.0	0.3
19	CC(C)OC(=O)Cn1nnc2c(cnn2-c2ccccc2)c1=O	-2.0	-4.1	-16.4	-0.2	-9.6	2.1	-12.8	17.2	0.7
20	COc1ccccc1C(=O)Nc1cccc(NC(C)=O)c1	-0.1	-3.5	-9.5	-0.8	14.1	6.9	1.9	-3.5	0.4

Remaining list, next part.
No.	mol	OXTR potentiate	CHRM1 agonist	CHO parental Ca	V1aR counter	TAAR1 antagonist	TAAR1 agonist	CHO-K1 Ca antag	CHO-K1 Ca PAM	CHO-K1 Ca ag
21	CN1C(C(=O)NCc2cccc(C(F)(F)F)c2)CC2Cn3c(nc4cc(Cl)c(Cl)cc43)C21 (configuration not stated)	-10.1	-2.0	-15.5	0.0	15.8	4.8	-21.4	21.4	0.8
22	CCOc1ccccc1NC(=O)C(C)CC (configuration not stated)	-6.5	-7.3	-2.0	0.1	2.6	8.9	5.0	6.0	-0.4
23	Cc1ccc(-c2nn(C(C)(C)C)c3ncnc(N)c23)cc1	-1.6	-3.7	-6.2	-1.0	-17.5	-0.4	-12.9	25.9	0.0
24	CCOC(=O)c1cnn(CCOC(=O)C(C)(C)C)c1NC(=O)C(C)(C)C	0.6	-2.0	-12.7	0.8	4.4	8.9	2.4	3.2	0.0
25	CN1CCN(C(=O)/C=C\c2ccc(Cl)cc2)CC1	-5.9	-9.0	-11.3	1.5	-4.9	0.1	-9.8	25.0	1.7
26	S=C(NCc1ccc2c(c1)OCO2)NC1CC1	-10.8	-3.2	-7.6	0.1	-2.6	0.7	-8.7	8.7	-0.6
27	Cn1c(=O)c2cc(NC(=S)NC3CC3)ccc2n1Cc1cccc(C(F)(F)F)c1	nt	-4.4	nt	nt	-14.2	4.4	-5.1	19.7	2.0
28	CC1CCCN(C(=O)C2CCN(S(=O)(=O)c3cccc4nsnc34)CC2)C1 (configuration not stated)	-7.6	-2.6	-1.6	1.0	-3.2	1.2	-8.9	4.1	1.7
29	Cc1cc(Nc2ccc3c(c2)OCCO3)n2ncnc2n1	5.0	-6.5	-8.1	-1.9	11.1	6.5	-0.2	-4.8	0.2
30	O=C(Nc1ccc(Cl)cc1)N[C@@H]1c2c(ccc3ccccc23)OC[C@@H]1CO	-9.0	-1.0	5.1	3.4	25.5	27.2	-11.1	11.2	7.0
31	CC(C)c1ccc(N2C(=O)/C(=C/N(C)C)SC2=S)cc1	-18.9	2.0	18.4	24.8*	48.9*	58.6*	-11.0	9.7	7.3
32	N=C(N)SCCN	-2.3	3.6	11.7	1.3	2.8	0.2	3.5	-7.7	-0.1
33	O=C1Nc2ccc(C(=O)O)c(O)c2C1=O	nt	0.7	nt	nt	-18.2	1.1	-14.1	8.8	-0.1
34	CCC(C)(C)NC(=O)CN(Cc1ccccc1)C(=O)CCC(=O)Nc1nccs1	-8.6	2.3	-0.3	-0.1	5.2	-0.2	-3.8	3.4	0.5
35	CCNC(=S)Nc1ccc(Cc2ccncc2)cc1	-8.1	-7.5	1.1	1.4	-12.7	6.2	8.3	-9.5	0.6
36	CCC(C)C(NC(=O)c1ccccc1NC(=O)c1ccc(OC)cc1)C(=O)NCc1ccco1 (configuration not stated)	-3.4	-4.4	-2.8	2.7	21.2	17.6	-2.1	12.6	2.0
37	COc1ccc(/C=C/C(=O)Nc2cc(=O)n(C)c(=O)n2C)cc1	-6.3	-2.8	-4.2	0.5	-13.6	2.1	9.0	-6.4	0.7
38	O=C(N[C@H]1C/C=C\C[C@@H](CC(=O)N(CCO)Cc2ccccc2)C(=O)N2CCC[C@H]2COC1=O)OCC1c2ccccc2-c2ccccc21	-8.3	-8.2	-36.4	-0.6	-25.2	2.7	-18.7	22.6	0.5
39	Cc1ccccc1NC(=O)CSc1ccc(-c2cccnc2)nn1	-3.2	2.3	-17.0	0.6	-14.7	1.0	7.6	-23.0	0.3
40	CC(C)[C@@H]1Cc2[nH][nH]c(=O)c2[C@H](c2ccc(F)cc2)O1	nt	nt	nt	nt	15.5	2.0	18.2	-4.0	0.1

Among those listed so far, 4 contain a nitro group on carbon.
No.	mol	OXTR potentiate	CHRM1 agonist	CHO parental Ca	V1aR counter	TAAR1 antagonist	TAAR1 agonist	CHO-K1 Ca antag	CHO-K1 Ca PAM	CHO-K1 Ca ag
3	CC(C)OC(=O)CSc1nnc(COc2ccc([N+](=O)[O-])cc2)n1C	-17.2	-12.0	-6.3	0.1	-2.6	4.5	-3.0	-13.7	0.5
12	Cc1c(C(=O)Nc2ccccc2C(=O)N2CCOCC2)cccc1[N+](=O)[O-]	0.2	-4.9	-0.3	0.5	-2.7	1.7	-3.2	21.6	0.2
16	O=[N+]([O-])c1ccc2nonc2c1Nc1cccc(F)c1	-6.4	-3.7	-5.7	-0.7	-7.9	-1.9	-7.8	-2.5	2.7
17	CN=C(NC1CCCCC1)c1ccc([N+](=O)[O-])cc1	1.0	-8.9	-8.1	-0.2	-1.4	2.6	-6.3	12.5	0.5

New compounds follow:
No.	mol	OXTR potentiate	CHRM1 agonist	CHO parental Ca	V1aR counter	TAAR1 antagonist	TAAR1 agonist	CHO-K1 Ca antag	CHO-K1 Ca PAM	CHO-K1 Ca ag
41	COc1cc2c(cc1OC)C(c1ccc(Br)cc1)N(C(=O)c1ccccc1C(=O)O)CC2 (configuration not stated)	-21.6	-4.8	-13.8	0.2	-19.6	2.7	-6.7	16.8	1.9
42	COc1ccc(CN2CCC(CNS(=O)(=O)c3cccc(C(F)(F)F)c3)CC2)cc1	-5.3	-6.5	-12.5	4.7	16.1	22.2	-8.8	11.0	8.8
43	COc1ccc(CCN(C)C(=O)COc2cccc(-n3cnnn3)c2)cc1OC	3.1	-1.0	-12.4	0.5	-14.2	2.1	-5.1	4.2	0.6
44	O=C(C1CCN(S(=O)(=O)c2ccc(Cl)cc2)CC1)N1CCCCCCC1	-4.7	-4.3	-2.0	3.9	11.9	1.2	-0.5	-13.9	1.3
45	O=C(COC(=O)c1cc([N+](=O)[O-])ccc1N1CCOCC1)NCCc1ccccc1	-3.8	-2.8	-10.5	-0.7	-24.7	0.1	-0.8	5.9	1.3
46	CCN(C(=O)c1cccc(S(=O)(=O)N2CCCCC2)c1)C1CCS(=O)(=O)C1 (configuration not stated)	nt	-3.2	nt	nt	1.1	1.6	-4.1	9.6	0.0
47	Cc1ccc(/C=C2\C(=O)Nc3ccccc32)o1	-10.1	-3.9	-2.5	-0.7	17.5	9.1	-2.0	19.9	0.1
48	CC[C@@]1(C(=O)OC)N[C@H](CN(C)C(=O)c2ccc(F)cc2)[C@@H]2C(=O)N(C)C(=O)[C@@H]21	7.3	-3.0	-6.6	1.1	-3.3	-0.6	-17.5	18.4	0.4

Arranged by value in CHRM1 agonist (largest number first): 3 of the compounds above.
| entry | molecule | CHRM1 agonist |
| --- | --- | --- |
| 31 | CC(C)c1ccc(N2C(=O)/C(=C/N(C)C)SC2=S)cc1 | 2.0 |
| 16 | O=[N+]([O-])c1ccc2nonc2c1Nc1cccc(F)c1 | -3.7 |
| 6 | CCCC/C(C)=N/NC(=O)c1cn(-c2ccccc2)nc1-c1ccccc1 | -7.1 |
